Screens: PubChem BioAssay, several laboratories
IL1B NFkB inh = inhibitors of IL-1B driven NFkB p65 nuclear import, primary screen, imaging, HUVEC, IL-1B stimulus, high-content imaging; HUVEC IL-1B NFkB p65 nuclear translocation imaging; 0.43% of 94,000 active; inhibition, % at 2 µM;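 active means inhibition above about 30% together with a positive call from visual inspection of the well image, limit read from the data; inconclusive means inhibition above a set limit but visual check negative; inactive means inhibition not above a set limit, visual check negative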;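 further: nuclear over cytoplasmic p65 intensity ratio measured by imaging; 0% = IL-1B stimulated DMSO wells and 100% = unstimulated DMSO wells; values of inactives mirror those of a sister screen read the other way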
Bcl-B displacement = displacers of TR3 peptide from Bcl-B, primary screen, selectivity assay for Bfl-1 inhibitor project, biochemical, fluorescence polarization | FP displacement of FITC-TR3 peptide from Bcl-B; higher % means a stronger effect | displacement, % at 20 µM, or IC50 in µM where a hit was titrated | 0.11% of 96,000 active;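 active means displacement above 50% at 20 µM plus a fluorescence interference ratio under 1.5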;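 further: plate controls were wells without compound for no effect and wells lacking Bcl-B protein for full effect; a part of the inactive calls stands beside numbers as strong as those of hits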
NFkB transloc pot = enhancers of NFkB p65 translocation in HUVEC – imaging, IL-1B stimulus, high-content imaging, primary screen; HUVEC IL-1B NFkB p65 nuclear translocation imaging; AID 819, 2007; activation, % at 2 µM; 0.3% of 94,000 active;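 active means activation above 40%, about the mean plus 3 SD, also judged a hit on visual image review; inconclusive means activation above 40% but not a hit on visual review; inactive means activation not above 40% and no visual hit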;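 further: percent activation is computed from the nuclear over cytoplasmic p65 intensity ratio; values of inactives mirror those of a sister screen read the other way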
PLAP inhibitors HTS = PLAP enzyme inhibitors, biochemical, luminescence, HTS (AID 690) | Alkaline phosphatase, placental type (Homo sapiens) | purified PLAP, luminescent substrate; higher % means a stronger effect | inhibition, % at 20 µM; hits with a dose series show IC50 in µM | 0.08% of 96,000 active; in the data active means a potency from the dose series; inactive means the rest, 99 in 100 with inhibition below about 30%; further: strong numbers were not always called active
MRP resist rev = reversal of MRP1-mediated doxorubicin resistance, primary screen, H69AR cells, doxorubicin co-treatment. H69AR cells + 2 uM doxorubicin, CellTiter-Glo, 72 h. differential viability (reversal), % at 10 µM. 0.04% of 85,000 active;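 active means viability drop by adding the cancer drug above about 55%, with treated viability meeting a 40% cutoff, limit read from the data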;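 further: viability without doxorubicin minus viability with 2 µM doxorubicin for each compound; larger differential means the compound sensitizes cells more to doxorubicin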
MRP resist rev cytotoxicity = recorded beside MRP resist rev, whose call it bears; viability, %; H69AR cells, CellTiter-Glo, 72 h; measured here: cytotoxicity without doxorubicin
MRP resist rev with doxorubicin = recorded beside MRP resist rev, whose call it bears; viability, %; measured here: viability with 2 uM doxorubicin; hits give low values
IL1B NFkB inh cell count 2 µM = recorded beside IL1B NFkB inh, whose call it bears; cell count; measured here: cells passing quality filter;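 raw number of nuclei counted in each imaged well without normalization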
NFkB transloc pot cell count 2 µM = second read-out of NFkB transloc pot, no call of its own (marks repeat the call); cell count; measured here: cells passing quality filter
* = called active by the depositor; ? = inconclusive; . = not tested or not shown.

Structure,IL1B NFkB inh,IL1B NFkB inh cell count 2 µM,Bcl-B displacement,NFkB transloc pot,NFkB transloc pot cell count 2 µM,PLAP inhibitors HTS,MRP resist rev,MRP resist rev cytotoxicity,MRP resist rev with doxorubicin
O=P(c1ccccc1)(c1nc2ccccc2s1)N1CCOCC1 (configuration not stated),-4,207,-8%,4,207,-19%,8,96,88
CN(C)CCOC(=O)c1cn(Cc2ccccc2)c2ccccc12,-5,133,12%,5,133,-35%,.,.,.
COC(=O)c1c(C)n(Cc2ccc3c(c2)OCO3)c2ccc(O)cc12,-4,138,-4%,5,138,12%,-5,78,83
CCOc1ccccc1N1C(=O)NC(=O)C(CCc2ccncc2)(CCc2ccncc2)C1=O,?,.,.,-57,127,.,7,82,75
COC(=O)C(O)(c1ccc(N(C)S(=O)(=O)c2ccccc2)cc1)C(F)(F)F (configuration not stated),.,.,-11%,.,.,-19%,1,96,95
O=C1Nc2ccccc2/C1=C/c1cnc[nH]1,-16,155,-2%,16,155,-17%,.,.,.
CC(Cc1ccccc1Sc1ccccc1O)N(C)C (configuration not stated),18,120,2%,-17,120,-16%,.,.,.
Cc1ccccc1C1=NCC(=S)Nc2ccc(Cl)cc21,-11,128,.,11,128,.,5,85,80
c1ccc(C(OCCN2CCNCC2)c2ccccc2)cc1,0,169,3%,0,169,7%,-17,70,87
CCOC(=O)C1(c2ccccc2)CCN(Cc2cccc(C(=O)O)c2)CC1,-10,183,-5%,10,183,-37%,12,89,77
CCN(CC)CCNCC(=O)Nc1ccc(Cl)cc1C(=O)c1ccccc1,4,174,6%,-3,174,-160%,.,.,.
CCC(=O)N1CC(=O)Nc2ccc(F)cc2C1c1ccccc1 (configuration not stated),1,173,-5%,-1,173,-9%,-5,95,100
O=C1CN(C(=O)CN2CCCCC2)C(c2ccccc2)c2cc(Br)ccc2N1 (configuration not stated),-5,118,-7%,5,118,-56%,15,104,89
CCOC(=O)c1nc2ccccc2c(=O)n1-c1cccc(C)c1,3,112,9%,-3,112,-25%,.,.,.
Clc1ccccc1Nc1ncnc(-n2cccc2)n1,5,106,5%,-5,106,7%,.,.,.
COc1ccc(CCNC(=O)c2c(N)n(CCN3CCOCC3)c3nc4ccccc4nc23)cc1,3,179,-7%,-3,179,-60%,-26,22,48
C=CCn1c(O)c(C(CC)=Nc2cc(OC)ccc2OC)c(=O)[nH]c1=O,15,108,-2%,-15,108,-17%,-2,63,65
O=C(Cc1ccccc1)N1CCN(Cc2ccccn2)CC1,-7,86,.,7,86,.,-5,92,97
COc1ccc(C2SCC(=O)Nc3c2c(C)nn3-c2ccccc2)cc1 (configuration not stated),5,103,-4%,-5,103,0%,-3,84,87
CCC(=NCCc1ccccc1)c1c(O)n(C2CCCCC2)c(=O)[nH]c1=O,0,136,6%,0,136,-40%,-15,25,40
CCCCCCn1c(O)c(C=Nc2c(C)n(C)n(-c3ccccc3)c2=O)c(=O)[nH]c1=O,.,.,-7%,.,.,-34%,6,99,93
CC1=CC(=C2C(=O)NC(=O)NC2=O)C=C(C(F)(F)F)N1C(C)C,5,143,12%,-5,143,12%,3,90,87
O=C(C1CC(=O)N(c2ccc(F)c(Cl)c2)C1)N1CCC2(CC1)OCCO2 (configuration not stated),-13,155,-14%,13,155,-1%,2,90,87
O=C(Cn1ncc2c3ccccc3n(Cc3ccc(F)cc3)c2c1=O)N1CCC2(CC1)OCCO2,-9,138,.,9,138,.,8,101,93
Cc1cc(C=O)c(C)n1C1CCCCC1,3,140,-8%,-3,140,9%,2,97,95

Following part
Structure,IL1B NFkB inh,IL1B NFkB inh cell count 2 µM,Bcl-B displacement,NFkB transloc pot,NFkB transloc pot cell count 2 µM,PLAP inhibitors HTS,MRP resist rev,MRP resist rev cytotoxicity,MRP resist rev with doxorubicin
CCCCC12CNCC(C)(CNC1)C2=O,-6,113,5%,6,113,-18%,.,.,.
CN1CCN(c2ccc([N+](=O)[O-])c3cccnc23)CC1,-19,190,0%,19,190,12%,.,.,.
Cc1cccc(OC(=O)N2CCOCC2)c1,.,.,0%,.,.,-6%,-5,89,94
O=C(Cn1ncc2ccsc2c1=O)N1CCC2(CC1)OCCO2,-6,131,0%,6,131,-4%,5,107,102
O=C1C2CCCN2C(c2cccc(Cl)c2)N1c1ccccn1 (configuration not stated),-37,151,11%,37,151,-13%,-3,96,99
O=C1NC(=S)N(c2ccc(Cl)cc2)C(=O)/C1=C/N1CCN(C(=O)c2ccco2)CC1,.,.,-74%,.,.,-15%,.,.,.
COCCCN1Cc2ccccc2C1=N,6,112,-10%,-6,112,-16%,.,.,.
C(#CCN1CCOCC1)COCc1ccccc1,1,115,-5%,-1,115,7%,17,101,84
CCN(CC)CCCOC(=O)C(OC)(c1ccccc1)c1ccccc1,-21,172,11%,21,172,-88%,13,82,69
COc1ccc(-c2nc(CSCC(=O)N3CCC4(CC3)OCCO4)c(C)o2)cc1OC,-40,80,7%,?,.,-47%,10,89,79
Cc1cccc(N=Cc2c(O)n(-c3ccccc3C)c(=O)[nH]c2=O)c1,-4,180,1%,4,180,-20%,9,98,89
CCCCc1nc2ccccc2c(=O)n1-c1ccc(Cl)cc1[N+](=O)[O-],-7,166,16%,-10,116,11%,.,.,.
Cc1cc2c(s1)NC(=O)CN=C2c1cccs1,-13,83,-5%,13,83,-6%,-16,58,73
CCc1ccccc1NC(=O)CSc1nnc([C@@H](N)Cc2c[nH]c3ccccc23)o1,-8,149,4%,8,149,-61%,-5,79,84
Cc1ccccc1CS(=O)(=O)Cc1ccc(C(=O)N2CCC3(CC2)OCCO3)o1,-28,128,-4%,28,128,3%,-17,75,91
O=C(CCN1C(=O)COc2ccccc21)N1CCC2(CC1)OCCO2,-2,124,-8%,2,124,2%,6,103,98
COC(=O)CC1=C(C(=O)OC)C2(C(=O)Nc3c(C)cccc32)C(C#N)=C(N)O1 (configuration not stated),10,150,-1%,-10,150,-32%,-8,94,103
c1cc2n(c1)-c1c(ccc3c1OCO3)CNC2c1ccc2c(c1)OCO2 (configuration not stated),0,115,0%,0,115,-33%,.,.,.
O=C(N/N=C1/CN2CCC1CC2)c1cccc(O)c1,-12,184,-2%,12,184,-6%,3,95,92
N=c1c[n+](CC23CC4CC(CC(C4)C2)C3)[n-]o1,-15,158,10%,15,158,3%,.,.,.
CCC(=Nc1ccc(OC)cc1OC)c1c(O)n(C)c(=O)n(C)c1=O,10,112,-10%,-10,112,-64%,.,.,.
NC(=O)Nc1cccc(C(F)(F)F)c1,12,132,-1%,-12,132,21%,-3,97,101
CCC(=NCCC1=CCCCC1)c1c(O)[nH]c(=O)[nH]c1=O,7,155,2%,-7,155,11%,-21,84,105
CCN(CC)CCCOC(=O)C(OC(C)C)(c1ccccc1)c1ccccc1,-5,90,.,5,90,.,5,58,54
O=C(Nc1ccc(Cl)cc1C(=O)c1ccccc1)c1ccccc1,-4,226,5%,5,226,-21%,.,.,.

One compound at a time (already shown). Values in the order: IL1B NFkB inh, IL1B NFkB inh cell count 2 µM, Bcl-B displacement, NFkB transloc pot, NFkB transloc pot cell count 2 µM, PLAP inhibitors HTS, MRP resist rev, MRP resist rev cytotoxicity, MRP resist rev with doxorubicin
`CCOC(=O)C1(c2ccccc2)CCN(Cc2cccc(C(=O)O)c2)CC1` is listed with -10, 183, -5%, 10, 183, -37%, 12, 89, 77
`CCCCCCn1c(O)c(C=Nc2c(C)n(C)n(-c3ccccc3)c2=O)c(=O)[nH]c1=O` is listed with ., ., -7%, ., ., -34%, 6, 99, 93

(listing goes on)
Structure,IL1B NFkB inh,IL1B NFkB inh cell count 2 µM,Bcl-B displacement,NFkB transloc pot,NFkB transloc pot cell count 2 µM,PLAP inhibitors HTS,MRP resist rev,MRP resist rev cytotoxicity,MRP resist rev with doxorubicin
CN(C)C(=O)Nc1cccc(OC(=O)N(C)C)c1,-24,132,-5%,24,132,9%,11,99,88
CC1CN=C(NCc2ccncc2)S1 (configuration not stated),-4,136,1%,4,136,1%,24,104,81
Cn1cccc1CNCCc1ccc(F)cc1,-3,122,.,3,122,.,5,100,95
COCCOC(=O)c1c(N)n(Cc2ccccc2)c2nc3ccccc3nc12,.,.,-10%,.,.,3%,-12,67,79
CCOc1ccc(CC2C(=O)NC(=O)N(c3ccc(CC)cc3)C2=O)cc1 (configuration not stated),-18,75,-9%,18,75,-72%,10,99,89
COc1ccc(Br)cc1CN1CCN(CCO)CC1,-11,172,-11%,11,172,18%,7,97,90
COc1ccc(CN2C(=O)CC(=O)NC2=O)cc1,3,167,-8%,-3,167,6%,7,102,95
CCCCn1c(O)c(C(C)=Nc2c(C)n(C)n(-c3ccccc3)c2=O)c(=O)[nH]c1=O,0,88,-3%,0,88,-16%,-2,97,99
O=c1c2ccccc2nc(N2CCCC2)n1-c1ccc(Cl)cc1,-9,120,-17%,9,120,22%,16,99,83
CCN1CCN(C(=O)COc2ccc(S(=O)(=O)NC(C)C)cc2)CC1,6,125,.,-6,125,.,-14,90,104
Cc1cc([P+](=O)O)c(C)n1-c1ccc(Br)cc1,5,188,-17%,-5,188,35%,10,99,88
NCC1(c2ccc3c(c2)OCCO3)CCCC1,9,152,7%,-9,152,16%,1,99,98
CCN(CC)c1ccc(N=Cc2c(O)n(-c3ccccc3C)c(=O)[nH]c2=O)cc1,2,149,-33%,-2,149,-52%,-32,55,87
Cc1ccc(NC(=O)CSc2nnc([C@@H](N)Cc3c[nH]c4ccccc34)o2)c(C)c1,-8,186,3%,8,186,-64%,9,83,74
O=C1/C(=C/c2cc([N+](=O)[O-])ccc2Cl)N2CCC1CC2,-6,133,-8%,6,133,11%,.,.,.
Clc1cccc(Cl)c1C1N2CCCN12 (configuration not stated),-14,68,-2%,14,68,4%,5,94,89
Cc1nc2cc(C(=O)N3CCC4(CC3)OCCO4)ccc2n1-c1cccc(F)c1,4,154,-9%,-4,154,-67%,9,88,79
Cc1ccc(OP(=O)(O)Oc2ccc(C)cc2)cc1,8,150,.,-8,150,.,.,.,.
Cc1ccc2c(c1)CC1(CN2C)C(=O)NC(=O)N(c2ccccc2C)C1=O (configuration not stated),-14,96,-5%,15,96,-23%,8,99,91
CC1(O)C[C@]2(C)N(O)C3CCCC[C@@H]3N2O1 (some centres not stated),12,76,1%,-12,76,-16%,-4,87,91
COc1ccc(N2CCN(C(CNC(=O)Oc3ccccc3)c3cccnc3)CC2)cc1 (configuration not stated),10,95,-3%,-10,95,-25%,4,82,78
CCCCCn1c(=O)c(C(=O)NCc2ccncc2)c(O)c2ccccc21,.,.,9%,.,.,-71%,-7,14,21
O=C(O)C1(c2ccc(Cl)cc2)CCC1,0,150,2%,0,150,6%,5,109,104
O=C(CCN1CCCCC1)NCC(=O)Nc1ccc(Br)cc1C(=O)c1ccccc1,-26,120,5%,26,120,-44%,.,.,.
COCCn1cc(C(=O)N2CCC3(CC2)OCCO3)c2c3ccccc3n(C)c2c1=O,-9,100,8%,9,100,-54%,-4,79,83

(cont.)
Structure,IL1B NFkB inh,IL1B NFkB inh cell count 2 µM,Bcl-B displacement,NFkB transloc pot,NFkB transloc pot cell count 2 µM,PLAP inhibitors HTS,MRP resist rev,MRP resist rev cytotoxicity,MRP resist rev with doxorubicin
CCN(CC)c1ccc(N=Cc2c(O)n(-c3cc(OC)ccc3OC)c(=O)[nH]c2=O)cc1,-1,114,3%,1,114,.,-19,52,71
CC(=Nc1ccc2c(c1)CCC2)c1c(O)n(C2CCCCC2)c(=O)[nH]c1=O,23,118,-29%,-23,118,13%,-22,40,63
CN1C(=O)/C(=C/c2cccn2-c2ccc3ccccc3c2)C(=O)NC1=S,12,160,-5%,-12,160,13%,.,.,.
O=C1C2CCN(CC2)[C@@H]1Cc1ccc2ccccc2c1O,-1,133,-7%,1,133,-9%,9,83,74
CC(=O)N1CCN(c2ccc(N=Cc3c(O)n(-c4ccc(Cl)cc4)c(=O)[nH]c3=O)cc2)CC1,4,180,73%,-4,180,-12%,20,82,62

A portion of the library, so the mix of outcomes need not match the whole.
